# Screening data (PubChem)
# uPA surface inh = qHTS for Inhibitors of Cell Surface uPA Generation. cell surface uPA generation assay, qHTS. Potency, µM (doses to about 38.3 µM), without a hit: at the top dose activity change, negative = inhibition, actives largely listed as inhibitors. 0.31% of 330,000 active. AID 540303, 2011; active = well fitted inhibition curve with a large enough effect; inconclusive = small, poorly fitted or top-dose-only effect; inactive = no such curve, though single readings can be large or run the other way; tested in mouse RAW 264.7 cells; also: potency is read from the fitted curve at half-maximal effect; % is scaled to controls: 0 for no effect and ±100 for the full control effect; nearly all actives have a fitted effect of over 55% in size
# USP2a block = qHTS Assay for Inhibitors of Ubiquitin-specific Protease USP2a Using CHOP2 as the Reporter; Ubiquitin carboxyl-terminal hydrolase 2 (Homo sapiens), O75604; Potency, µM (top dose mostly 38.3 µM), for the others: at the highest dose activity change, negative = inhibition, usual class: inhibitors; 0.01% of 330,000 active; USP2 core, Ub-CHOP2 coupled fluorogenic reporter, 485/531; AID 463254, 2010;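 also: potency is read from the fitted curve at half-maximal effect; plate controls were DMSO wells for no effect and full inhibition by NEM control for full effect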
#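 USP2 core (10nM final) preincubated 30min RT with compound in 20mM Tris-HCl pH 8.0, 2mM CaCl2, 2mM beta-mercaptoethanol, 0.05% CHAPS; 25nM Ub-CHOP2 plus 25nM reporter substrate added, fluorescence (Ex485/Em531) read after 60min.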
# B2AR arrestin = qHTS assay of beta-arrestin-biased ligands of beta2-adrenergic receptor; Potency, µM (titrated, usually from 46.1 µM), without a hit: at the top dose activation, usual class: activators; Beta-2 adrenergic receptor (Homo sapiens), P07550; AID 492947, 2010; 0.02% of 330,000 active; beta-arrestin recruitment to beta2AR, cell-based reporter;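 also: potency is read from the fitted curve at half-maximal effect; 0% = DMSO controls and full agonism = EC100 isoproterenol or metaproterenol; nearly all actives have a fitted effect of over 65% in size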
# Mito fusion yeast = qHTS Assay for Small Molecule Inhibitors of Mitochondrial Division or Activators of Mitochondrial Fusion. 0.23% of 320,000 active. S. cerevisiae fusion-defective mutant growth rescue, CellTiterGlo 48 h. Potency, µM (highest dose often 46.1 µM), for inactives: top-dose growth rescue (activation), usual class: activators;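 also: potency is read from the fitted curve at half-maximal effect; % of control where 0% means no effect; nearly all actives have a fitted effect of over 45% in size; temperature-sensitive fusion mutants such as fzo1-1 at 37 °C on non-fermentable ethanol glycerol medium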
#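 Yeast fusion mutant, YPEG (non-fermentable carbon), compound, 48 h at 37C non-permissive; CellTiterGlo added, 10 min RT, luminescence read. Rescued growth = division inhibition.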
# ELG1 repair inh = qHTS screen for small molecules that inhibit ELG1-dependent DNA repair in human embryonic kidney (HEK293T) cells expressing luciferase-tagged ELG1. Potency, µM (series often up to 46.1 µM), inactives show at the top dose activity change, negative = inhibition, most hits filed as inhibitors. AID 504467, 2011. HEK293T ELG1-luciferase reporter, luminescence, 16 h; DNA damage induced by 5-fluorouridine. 2.3% of 330,000 active; also: potency is read from the fitted curve at half-maximal effect; % is scaled to controls: 0 for no effect and ±100 for the full control effect; nearly all actives have a fitted effect of over 55% in size
#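 In this reporter screen, reduction of luminescence relative to DMSO vehicle indicated activity. Compounds and 5-fluorouridine were added together to 2,000 cells per well, incubated for 16 hr at 37 °C, then developed with ONE-Glo.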
# TSG101-PTAP inh = qHTS Assay for Iinhibitors of HIV-1 Budding by Blocking the Interaction of PTAP/TSG101 | Potency, µM (doses to about 115 µM), inactives show top-dose activity change, negative = inhibition, hits mostly inhibitors | Tumor susceptibility gene 101 protein (Homo sapiens), Q99816 | 340,000 tested, under 10 active | Fluorescence polarization, FITC-PTAP peptide / Tsg101 binding; active = well fitted inhibition curve with a large enough effect in the main read-out, with a control signal flat, not every such curve was filed as active; inconclusive = small, poorly fitted or top-dose-only effect, or effect the other way, or a change in a side signal; inactive = no such curve, though single readings can be large or run the other way; also: potency is read from the fitted curve at half-maximal effect; % of control where 0% means no effect
#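 Fluorescence anisotropy tracks displacement of a FITC-tagged PTAP peptide (50 nM) from the Tsg101 binding domain (10 uM), following a 20 min room-temperature incubation at pH 7.5.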
# TCR act = Activators of T cell receptors: qHTS campaign | primary human leukocytes, anti-CD3, IL-2 HTRF, 48 h | Potency, µM (top dose mostly 9.22 µM), for inactives: at the top dose activation of IL-2 secretion, usual class: activators | 330,000 tested, under 10 active; also: % of control where 0% means no effect
#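 Compounds are tested in HTS on primary human leukocytes co-incubated with a-CD3 beads for 48 hr. IL-2 output is measured by time-resolved FRET.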
# Eya2 inh = qHTS Assay for Inhibitors of the Phosphatase Activity of Eya2. 0.006% of 330,000 active. Protein phosphatase EYA2 (Homo sapiens), O00167. recombinant Eya2, OMFP fluorescence dephosphorylation (OMFP is methylfluorescein phosphate). Potency, µM (series often up to 76.9 µM), for the others: at the highest dose activity, negative = inhibition, most hits filed as inhibitors; also: potency is read from the fitted curve at half-maximal effect; % is scaled to controls: 0 for no effect and ±100 for the full control effect
#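 Eya2 protein (added as 0.2 uM solution) was preincubated with compound for 10 min at ambient temperature in 50 mM HEPES pH 7.5, 50 mM NaCl, 5 uM MgCl2, 0.05% BSA, 1 mM DTT. OMFP (added at 50 uM) then reacted 10 min; fluorescence read at 485/525 nm.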
# BCR signal inh = qHTS Assay to Find Inhibitors of Chronic Active B-Cell Receptor Signaling. ABC-DLBCL IkBa-CBG/CBR reporter, luminescence ratio, 4 h. Potency, µM (doses to about 46.1 µM), without a hit: at the highest dose ratio change, negative = lower green/red ratio, hits mostly inhibitors. 0.05% of 340,000 active; active = well fitted inhibition curve with a large enough effect in the signal ratio, with a control signal flat, not every such curve was filed as active; inconclusive = small, poorly fitted or top-dose-only effect, or effect the other way, or a change in a side signal; the % refers to the signal ratio;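 also: potency is read from the fitted curve at half-maximal effect; plate controls were basal doxycycline-induced cells for no effect and cells given 10 µM MG132 for full effect; MG132 reads +100%, hits lower the ratio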
#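 Concentration-response series (up to 46 uM) were applied to TMD8 dual-reporter cells for 4 h at 37C with doxycycline. Green/red ratio, after filter-overlap correction, defined %Activity; red signal alone was normalised to basal cells and zero luminescence.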
# Tb PFK inh = qHTS Assay to Find Inhibitors of T. brucei phosphofructokinase; 0.17% of 330,000 active; Potency, µM (titrated, usually from 57.5 µM), without a hit: at the top dose activity, negative = inhibition, usual class: inhibitors; ATP-dependent 6-phosphofructokinase (Trypanosoma brucei brucei), O15648; T. brucei PFK, ADP-Glo luminescence;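 also: potency is read from the fitted curve at half-maximal effect; 0% = uninhibited 1x PFK enzyme wells and -100% = no-enzyme wells; nearly all actives have a fitted effect of over 60% in size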
#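 Compounds were pin-transferred as a titration series up to 57 uM into substrate buffer (0.5 mM F6P, 0.1 mM ATP, pH 8.0), then 1.25 nM PFK was added and reactions ran 45 min before ADP-Glo detection.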
# TSHR antagonist = Antagonists of the Thyroid Stimulating Hormone Receptor: HTS campaign | Thyrotropin receptor (Homo sapiens), P16473 | TSHR-expressing cells, TSH-stimulated cAMP HTRF, 2 h; active compounds read low | activity change, negative = inhibition, % at 11.5 µM | 0.2% of 330,000 active | AID 504810, 2011;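 active = activity change below a set negative limit, meaning inhibition stronger than a set level, cut at about -70% in these data; inconclusive = activity change between two set negative limits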; also: % is scaled to controls: 0 for no effect and ±100 for the full control effect
# Target sequence (P16473 whole entry, looked up): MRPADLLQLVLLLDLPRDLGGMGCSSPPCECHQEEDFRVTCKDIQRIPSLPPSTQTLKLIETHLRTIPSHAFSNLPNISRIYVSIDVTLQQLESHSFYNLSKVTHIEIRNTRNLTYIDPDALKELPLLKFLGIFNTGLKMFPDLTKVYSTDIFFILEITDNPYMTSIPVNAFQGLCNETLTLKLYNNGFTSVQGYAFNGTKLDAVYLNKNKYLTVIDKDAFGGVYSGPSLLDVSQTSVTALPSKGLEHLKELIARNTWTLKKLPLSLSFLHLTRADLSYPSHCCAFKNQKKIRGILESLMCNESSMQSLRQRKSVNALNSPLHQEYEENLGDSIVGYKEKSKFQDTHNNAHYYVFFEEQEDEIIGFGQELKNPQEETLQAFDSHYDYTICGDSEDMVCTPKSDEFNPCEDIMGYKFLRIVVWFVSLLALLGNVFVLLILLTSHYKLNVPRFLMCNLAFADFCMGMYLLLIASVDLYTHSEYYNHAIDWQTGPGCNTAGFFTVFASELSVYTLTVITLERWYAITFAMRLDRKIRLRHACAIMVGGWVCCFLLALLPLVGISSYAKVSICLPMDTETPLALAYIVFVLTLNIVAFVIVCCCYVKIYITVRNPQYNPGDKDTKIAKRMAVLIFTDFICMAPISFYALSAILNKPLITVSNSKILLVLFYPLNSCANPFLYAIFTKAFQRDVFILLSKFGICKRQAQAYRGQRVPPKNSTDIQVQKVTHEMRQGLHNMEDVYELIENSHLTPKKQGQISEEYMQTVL
#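 Competitive HTRF cAMP read-out (cryptate anti-cAMP antibody, cAMP-d2; 30 min, room temperature) in freshly harvested TSHR cells. Compounds added before TSH at EC80 (4nM final), followed by 2 hours' incubation at 37 deg C.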
# * marks the source's active call; other numbers are inactive results; ? = inconclusive; nt = not tested or not shown; & = joins results of further samples; [ ] = dose if it differs, or a comment. Unless noted, calls follow the shape of the dose curve; as a rule, active = well fitted curve in the direction sought with a large enough effect; inconclusive = small, poorly fitted or top-dose-only effect, or another doubt; inactive = no such curve, though single readings can be large; an effect the other way counts as inactive or inconclusive. The list is partial; count on the stated rates, not on these rows.
SMILES,uPA surface inh,USP2a block,B2AR arrestin,Mito fusion yeast,ELG1 repair inh,TSG101-PTAP inh,TCR act,Eya2 inh,BCR signal inh,Tb PFK inh,TSHR antagonist
O=C1CC(=O)N(c2cccc(F)c2)C(=O)N1,-5%,2%,0.4%,2%,1%,0%,-9%,0%,?,-20%,2
Cc1ccc(NP(=O)(Oc2ccccc2F)Oc2ccccc2F)cc1,8%,2%,0.1%,8%,?,nt,nt,2%,-4%,0%,17
O=C(CCc1ccc(O)cc1)N1C[C@H]2C[C@@H](C1)c1cccc(=O)n1C2,0%,0%,-1.0%,6%,13%,1%,6%,10%,-10%,2%,27
Cc1cccc(N2CCN(C(=O)c3ccc(CNc4c(N5CCC(C)CC5)c(=O)c4=O)cc3)CC2)c1C,-3%,1%,0.0%,-1%,?,-5%,-11%,-6%,?,6%,0
C[C@H]1CC2C3CC=C4C[C@@H](O)CC[C@]4(C)C3CC[C@]2(C)[C@H]1O (stereo partly specified),2%,1%,-0.9%,nt,-17%,0%,-2%,-25%,-2%,0%,-20
Cc1cccc(C#N)c1,-1%,0%,0.1%,-12%,?,0%,0%,11%,2%,-1%,-2
Nc1nnc(CCN2CCCCC2)s1,8%,2%,2.9%,7%,10%,2%,-6%[46.1 µM],1%,4%,0%,14
CC(=O)O[C@@H]1[C@H]2CC[C@@H]3[C@]1(C[C@@H](OC(C)=O)[C@@]1(O)C([C@@H]4O[C@@H]4C1(C)C)[C@]3(C)O)C[C@@]2(C)O (stereo partly specified),12%,0%,-0.3%,0%,5%,-5%,0%,0%,-2%,-2%,4
Cc1cc(Cl)ccc1C(=O)C1CCCN(Cc2ccon2)C1 (stereo unspecified),2%,3%,0.2%,0%,2%,-5%,-4%,-2%,5%,0%,-6
COc1ccc(CCNCc2ccc(SC)cc2)cc1,-7%,1%,0.0%,-5%,11%,4%,nt,0%,-19%,-7%,0
O=C(NC1CC2CCCC(C1)N2)c1ccccc1 (stereo unspecified),-6%,0%,-0.2%,-2%,1%,-7%,0%,6%,-3%,-6%,-10
CCCCOc1ccc(CC2C(=O)N(C)C(=O)N(C)C2=O)cc1,3%,1%,4.2%,?,-3%,-5%,8%,7%,?,4%,-14
Cc1ccc2c(c1)N(C(=O)CCC(=O)N1CCC3(CC1)OCCO3)CCO2,0%,2%,-0.5%,8%,6%,-2%,-6%,-2%,1%,0%,-6
O=C(CCN1CCCCC1)Nc1ccc(Cl)cc1C(=O)c1ccccc1,-17%,-1%,-1.1%,0%,11%,-4%,-15%,2%,?,4%,5
Cc1ccc(Cn2c(C)c3cnn(CC(=O)N4CCC5(CC4)OCCO5)c(=O)c3c2C)cc1,-13%,3%,1.0%,-2%,?,-4%,-1%,1%,9%,-2%,-6
Cc1cc(C(=O)Nc2ccccc2)nn1C(C)(C)C,-2%,4%,0.3%,-7%,?,-5%,-2%,-1%,?,2%,-1
O=c1c2ccccc2nc(/C=C/c2ccc(F)cc2)n1-c1ccccn1,-2%,3%,-0.3%,-6%,-11%,0%,-1%,2%,?,1%,-3
CN(C)[C@@H]1C(=O)C(C(N)=O)=C(O)[C@@]2(O)C(=O)C3=C(O)c4c(O)cccc4[C@@](C)(O)[C@H]3[C@H](O)[C@@H]12,-3%&29%,?,-0.6%&-0.9%&0.0%,-1%&-8%&0%,0%&2%&-3%,-13%&-1%,-4%&0%,18%&10%&13%,?,?,-8&-4&3
Cn1nc([N+](=O)[O-])nc1Sc1cccc2cccnc12,?,2%,-0.2%,0%,?,-2%,5%,2%,?,0%,6
C=CCN1CC[C@]23c4c5ccc(O)c4OC2C(O)C=CC3[C@H]1C5 (stereo partly specified),0%,3%,3.4%,nt,-1%,-4%,-2%,-2%,0%,2%,3
Cc1c(N=Cc2c(O)n(Cc3ccco3)c(=O)[nH]c2=O)c(=O)n(-c2ccccc2)n1C,5%,-2%,0.3%,-2%,6%,-18%,0%,-4%,-3%,-12%,-4
O=C(CNS(=O)(=O)c1ccc(Br)s1)N1CCC2(CC1)OCCO2,-3%,0%,-0.2%,-3%,25%,-5%,5%,-2%,-1%,-3%,-1
O=C(N/N=C/c1cccs1)c1n[nH]c2c1CCCC2,?,0%,-0.7%,-3%,?,0%,-2%,-1%,?,-4%,4
CCOCCCn1c(N)c(C(=O)Nc2sc3c(c2C(=O)OC)CCCC3)c2nc3ccccc3nc21,10%,8%,-0.2%,10%,?,-7%,4%,-11%,8%,10%,-17
Cc1cccc(-n2c(O)c(/C=N/N3CCOCC3)c(=O)[nH]c2=S)c1,-17%,1%,-0.8%,-1%,13%,-1%,-1%[46.1 µM],5%,-21%,-1%,-2

# New compounds follow.
SMILES,uPA surface inh,USP2a block,B2AR arrestin,Mito fusion yeast,ELG1 repair inh,TSG101-PTAP inh,TCR act,Eya2 inh,BCR signal inh,Tb PFK inh,TSHR antagonist
CCOc1ccc(N2C(=O)NC(=O)/C(=C\c3ccccc3[N+](=O)[O-])C2=O)cc1,4%,-1%,-0.4%,-1%,2%,-1%,-2%,2%,7%,0%,6
CCN1CCN(c2nc3c(c(=O)[nH]2)CCC3)CC1,5%,1%,0.0%,4%,-2%,-6%,1%,-14%,2%,1%,-4
Oc1ccc2c3c1O[C@H]1c4[nH]c5ccccc5c4C[C@@]4(O)[C@@H](C2)N(CC2CC2)CC[C@]314,-12%,0%,0.0%,0%,0%,1%,5%,-2%,?,-6%,-4
C=CCN(C1CCCCC1)S(=O)(=O)c1ccc2c(c1)oc(=O)n2C,10%,3%,0.3%,4%,7%,-1%,-2%,-5%,?,2%,2
COc1cccc(CCNCc2cccc(C(F)(F)F)c2)c1,1%,-3%,-1.6%,1%,-6%,-3%,0%,2%,-3%,?,2
COCCCNC(=S)NCCCNc1nc2cc(C)cc(C)c2cc1C#N,-7%,0%,-0.1%,-2%,?,2%,-1%,-1%,-6%,3%,-14
CN1CCN(C(=O)COc2ccc(S(=O)(=O)Nc3ccc(F)cc3)cc2)CC1,1%,-1%,?,3%,6%,-3%,-2%,-11%,6%,0%,22
Cc1ccc(C2CC3CCC(C2)N3Cc2ccccc2F)cc1 (stereo unspecified),-2%,-3%,0.4%,-10%,?,0%,nt,-4%,3%,3%,10
CCc1nc2ccccc2c(=O)n1-c1ccccc1OC,4%,-5%,0.0%,7%,2%,-4%,3%,-12%,0%,-19%,21
CCCCn1c(O)c(C(C)=NC(Cc2c[nH]c3ccccc23)C(=O)OC)c(=O)[nH]c1=O (stereo unspecified),-3%,3%,0.0%,0%,?,2%,-2%,-12%,-4%,4%,-7
COC(=O)CSC1=NP(=S)(SCC(=O)OC)N2CCCC2=C1C#N (stereo unspecified),-2%,-1%,-1.3%,5%,2%,-4%,4%,5%,3%,6%,10
COc1ccccc1-n1c(-c2ccc(C)cc2)nc2ccccc2c1=O,-2%,2%,1.2%,8%,2%,-6%,1%,-26%,?,5%,-9
O=[N+]([O-])c1ccc(NC2CCCC2)c2ccncc12,0%,-7%,0.1%,19%,?,-11%,2%,-5%,3%,-25%,18
CCCCn1c(O)c(/C=N/NC(=O)c2ccncc2)c(=O)[nH]c1=S,-2%,-1%,0.1%,-1%,1%,2%,-2%,15%,-2%,-4%,12
O=C1CN=C(c2ccc(F)cc2)c2oc3ccccc3c2N1,-10%,3%,-0.2%,8%,-5%,?,1%,-6%,6%,0%,5
Cc1ccc(C(=O)NCC(=O)NCC(=O)OCc2ccc(F)cc2)cc1,-2%,4%,0.3%,-5%,3%,-1%,2%,12%,?,-5%,-1
